DAX1 inh-1: inhibitors of human orphan nuclear receptor DAX1 (NR0B1); HEK293 Gal4-DAX1 luciferase reporter, luminescence; AID 504766; inhibition, % at 6.75 µM; actives 0.99% (n = 340,000);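 active = inhibition above the mean over all tested compounds plus 3 SD, cut at about 4.2% in these data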;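 also: 0% = DAX1-transfected cells with DMSO and 100% = empty-vector control cells with DMSO; inhibition shows as a rise in luminescence from relieved DAX1 repression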
PLCg1 inh: PLC-gamma1 (human) inhibition, primary screen; P19174; purified PLC-gamma1, fluorogenic substrate, fluorescence; inhibition, % at 12.2 µM; actives 0.84% (n = 370,000); AID 720700; in the data active = inhibition above about 9.5%
hcDAF-12 act: H. contortus DAF-12 activation, primary screen | HEK293 hcDAF-12 lit1-tk-luc reporter, luminescence; 0% DMSO, 100% Δ7-dafachronic acid | activation, % at 6.8 µM | actives 1.4% (n = 370,000) | AID 652067;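 active = activation above the mean of all tested compounds plus 3 SD, cut at about 5.5% in these data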;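 also: 100% = response to 3 µM Δ7-dafachronic acid high control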
ADAM17 inh: inhibits human ADAM17; P78536; recombinant ADAM17, EDANS/DABCYL FRET peptide cleavage; inhibition, % at 6.95 µM; actives 0.83% (n = 370,000);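 active = inhibition above the mean of compounds lying between control limits plus 3 SD, set per campaign, cut at about 8.5% in these data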;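 also: 0% = DMSO-only wells as the low control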
PLCb3 inh: inhibitors of human phospholipase C beta3 | actives 0.18% (n = 370,000) | inhibition, % at 12.2 µM | Q01970 | Purified PLC-beta3, fluorogenic substrate, fluorescence; in the data active = inhibition above about 11%;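 also: 0% = median of compound wells on plate and 100% = full blocker control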
Target sequence (Q01970 whole entry, looked up): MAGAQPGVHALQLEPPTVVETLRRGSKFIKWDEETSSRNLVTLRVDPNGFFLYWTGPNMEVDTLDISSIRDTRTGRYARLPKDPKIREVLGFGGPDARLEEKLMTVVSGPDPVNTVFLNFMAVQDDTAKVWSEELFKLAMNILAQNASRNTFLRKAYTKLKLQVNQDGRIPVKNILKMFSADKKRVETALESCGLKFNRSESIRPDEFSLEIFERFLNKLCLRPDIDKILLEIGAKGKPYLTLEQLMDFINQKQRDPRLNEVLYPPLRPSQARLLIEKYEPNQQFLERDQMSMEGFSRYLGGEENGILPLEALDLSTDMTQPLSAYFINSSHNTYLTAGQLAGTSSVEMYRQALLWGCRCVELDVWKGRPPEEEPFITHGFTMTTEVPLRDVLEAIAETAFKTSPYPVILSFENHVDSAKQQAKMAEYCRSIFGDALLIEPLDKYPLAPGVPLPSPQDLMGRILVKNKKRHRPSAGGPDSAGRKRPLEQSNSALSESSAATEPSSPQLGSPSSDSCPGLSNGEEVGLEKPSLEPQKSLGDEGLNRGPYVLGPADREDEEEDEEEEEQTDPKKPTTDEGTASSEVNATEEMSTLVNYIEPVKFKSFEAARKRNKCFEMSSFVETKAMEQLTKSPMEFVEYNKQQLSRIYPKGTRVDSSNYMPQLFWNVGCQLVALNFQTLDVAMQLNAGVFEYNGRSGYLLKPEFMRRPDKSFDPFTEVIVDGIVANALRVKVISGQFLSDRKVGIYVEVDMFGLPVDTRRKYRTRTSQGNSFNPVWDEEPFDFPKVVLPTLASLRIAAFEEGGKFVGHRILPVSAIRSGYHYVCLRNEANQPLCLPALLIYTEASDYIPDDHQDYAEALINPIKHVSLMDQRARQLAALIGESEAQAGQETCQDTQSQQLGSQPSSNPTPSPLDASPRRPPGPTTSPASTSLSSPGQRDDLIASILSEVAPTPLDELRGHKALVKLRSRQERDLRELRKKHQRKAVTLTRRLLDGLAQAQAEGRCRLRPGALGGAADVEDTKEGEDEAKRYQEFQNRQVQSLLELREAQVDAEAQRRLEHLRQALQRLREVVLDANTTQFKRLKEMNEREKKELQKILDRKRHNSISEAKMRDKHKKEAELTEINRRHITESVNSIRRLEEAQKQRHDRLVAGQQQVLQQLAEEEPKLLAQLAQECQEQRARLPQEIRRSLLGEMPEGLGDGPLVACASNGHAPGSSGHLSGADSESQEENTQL
SMARCA2 act: SMARCA2 function activation, primary screen. AID 652017. actives 1% (n = 370,000). activation, % at 9.1 µM. MG213 cells, MMTV-luciferase reporter, dexamethasone, overnight; in the data active = activation above about 7.8%;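 also: 0% = vehicle wells and 100% = reference activator wells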
DAX1 inh-2: inhibitors of DAX1 repression of SF-1 activated StAR promoter. AID 652010. actives 1.1% (n = 370,000). inhibition, % at 6.8 µM. HEK293T StAR-luciferase reporter, SF-1/DAX-1 repression relief;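 active = inhibition above the mean over all tested compounds plus 3 SD, cut at about 3.6% in these data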;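 also: 0% = DAX-1 cells with DMSO and 100% = cells lacking DAX-1 with DMSO; higher inhibition means more luminescence from relief of DAX-1 repression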
ssDAF-12 act: S. stercoralis DAF-12 activation, primary screen. activation, % at 6.8 µM. actives 1% (n = 370,000). AID 652126. HEK293 ssDAF-12/GRIP1 lit1-tk-luc reporter, luminescence; % of 3 µM dafachronic acid response;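 active = activation above the mean over all tested compounds plus 3 SD, cut at about 0.9% in these data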;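 also: 0% = DMSO-only wells and 100% = 3 µM delta7-dafachronic acid wells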
Rev-erbA mod: modulates human Rev-erb alpha binding to DNA; P20393; activity, % at 10 µM; actives 0.79% (n = 370,000); Rev-erbα–FITC-DNA binding, fluorescence polarization, 90 min;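 active = activity above about 14%, limit read from the data; passing the limit was not always enough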;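 also: 0% = DMSO wells with 35 nM protein and 100% = DMSO wells with 750 nM protein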
MBD2 inh: inhibitors of human MBD2 binding to methylated oligonucleotide | actives 0.31% (n = 370,000) | TR-FRET | Q9UBB5 | inhibition, % at 4.4 µM; in the data active = inhibition above about 13%
hgDAF-12 ag: activates the H. glycines DAF-12 receptor ligand-binding domain; HEK293 GAL4-hgDAF12 UAS-luciferase reporter, agonist luminescence; normalized to butyrate control; activation, % at 6.8 µM; actives 1.8% (n = 370,000); AID 687014;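 active = activation above a cutoff set at the mean of all screened compounds plus 3 SD, cut at about 10% in these data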;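 also: 0% = DMSO wells and 100% = sodium butyrate wells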
Starred values were filed as active, the others as inactive; x = not tested or not shown.

SMILES	DAX1 inh-1	PLCg1 inh	hcDAF-12 act	ADAM17 inh	PLCb3 inh	SMARCA2 act	DAX1 inh-2	ssDAF-12 act	Rev-erbA mod	MBD2 inh	hgDAF-12 ag
O=C(/C=C/c1cccc(F)c1)NCCCn1ccnc1	1.2	3	-2.2	-1	-3	-1	0.3	-1.2	0	-3	-1.4
O=C1NC(c2cccc(Br)c2)=N/C1=C\c1ccco1	-0.8	-16	0.3	-6	-27	1	0.5	-0.6	-4	0	4.2
CCCCC(=O)N(Cc1ccccc1)c1ccccc1C(=O)Nc1cc(OC)ccc1OC	x	-9	-0.5	1	-25	-6	-1.0	-0.6	-2	6	0.4
C=CCSc1nc2c(c(=O)[nH]c(=O)n2C)n1C/C=C(/C)Cl	0.4	4	0.5	2	6	0	-0.1	-1.1	2	1	-0.5
O=C(CCC(=O)OCc1ccc([N+](=O)[O-])cc1)Nc1ccccc1Cl	0.0	-1	-1.6	-2	0	0	0.6	-0.6	0	-1	0.2
O=C1CC(c2ccccc2Oc2cccc(Cl)c2)C(n2cncn2)C(=O)C1C1NCCc2ccccc21 (stereo not drawn)	1.2	-6	0.7	0	-12	-1	-0.5	-1.6	-5	3	-0.6
CC(C)NC(=O)COc1cccc2ccccc12	1.9	1	-0.5	-2	-5	0	-0.3	-1.8	-5	-1	-1.7
CCN(CC)C(=O)C12CC3CC(CC(Cl)(C3)C1)C2	1.4	1	-3.0	0	2	3	-0.2	-1.7	3	-2	-1.3
CCOc1ccc(CCNC(=O)CCS(=O)(=O)c2ccc(C)cc2)cc1OCC	-0.7	3	-1.6	-2	-4	-1	-0.1	-0.9	1	-4	1.4
CN(C)c1cc(N/N=C/c2ccccc2C(F)(F)F)nc(N(C)C)n1	0.3	-26	2.6	-2	-38	-2	0.1	-1.0	1	1	2.1
CCOC(=O)c1nnn(-c2nonc2N)c1CSc1ccccc1	0.2	1	-0.8	-4	2	-7	-1.0	-1.7	0	1	-2.7
O=C(Nc1ccc(Cl)c(Cl)c1)c1ccc(Cl)c(Cl)c1	2.0	0	5.2	1	-14	1	0.7	0.5	3	4	13*
CCOc1ccc(S(=O)(=O)NC2CCCCC2C)cc1 (stereo not drawn)	0.2	-3	-1.4	0	-6	-2	-1.4	-1.4	-1	4	-1.1
Clc1ccc(N2CCN(c3ccnc(Cl)n3)CC2)cc1	0.7	-2	0.2	2	-5	-1	-0.3	-2.2	4	-7	-2.6
COc1ccc(CCNC(=O)CSC2=NS(=O)(=O)c3ccccc3N2)cc1OC	0.9	-6	-0.4	-7	-2	1	0.6	-0.1	7	6	1.8
COc1ccc(C2CC2/C(=N/O)c2ccccc2)cc1 (stereo not drawn)	-0.4	3	0.1	1	-4	0	1.7	-0.5	5	3	2.7
Cc1ccc(NC(=O)Cn2c(C)cc(C)c(C#N)c2=O)c(Cl)c1	0.6	0	0.2	-5	7	-2	-0.3	-1.8	0	-4	1.5
Cc1ccc(NS(=O)(=O)c2ccc(Br)s2)nc1	2.4	4	-0.7	-1	-5	1	0.3	1.3*	-6	-6	-3.0
CC(=O)Nc1ccccc1-c1nc2ccccc2nc1OCC(=O)c1ccc2ccccc2c1	-0.6	4	-2.2	3	-7	3	-1.0	-1.8	6	2	0.0
COc1cccc(NC(=O)C(c2ccccc2)N2CCCCC2)c1 (stereo not drawn)	-0.3	-2	1.2	1	2	1	-0.3	-0.3	3	1	3.0
O=C(Nc1cccc(Cl)c1)c1cccc(Oc2ccc([N+](=O)[O-])cc2Cl)c1	-1.6	6	-2.4	9.7*	4	-6	-0.8	-1.1	1	-1	-0.8
COCc1nc2oc3ccc(C)cc3c(=O)c2cc1C(=O)OC	2.6	-19	0.5	-16	-34	3	1.4	-0.9	-5	0	5.0
Cc1ccccc1C(C)NS(=O)(=O)c1ccc2c(c1)OCCO2 (stereo not drawn)	-0.2	-2	-1.1	1	-1	2	-0.6	-1.4	5	0	-3.1
CCn1cnc2c1c(=O)n(Cc1nnc3n1-c1ccccc1SC3)c(=O)n2Cc1ccccc1	-0.9	0	-0.3	3	3	0	0.0	-1.0	-1	-8	0.2
Nc1nnc(CSCc2ccccc2Cl)s1	-0.3	4	1.1	-1	-7	0	0.8	-1.3	3	-1	0.7
O=C(O)CC(NC(=O)COc1ccc(Cl)cc1Cl)C(=O)O (stereo not drawn)	2.4	0	-0.7	-1	0	3	-0.1	-1.1	-2	26*	-2.1
Nc1ccc(C(=O)c2cccs2)cc1[N+](=O)[O-]	1.9	2	0.1	-1	1	2	0.8	-1.6	6	-1	0.4
COC(=O)c1ccc(C)c(NS(=O)(=O)c2ccc(OC)c(OC)c2)c1	-2.5	0	-1.6	2	1	-3	0.0	-1.2	4	2	-2.5
CCOc1ccc(S(=O)(=O)NCCC(=O)NCC2(N3CCCCC3)CCCCC2)cc1	0.5	0	-1.0	-3	-7	-1	1.6	-0.7	-1	1	-2.8
O=C(CSc1ccc(-c2ccncc2)nn1)c1ccc(Cl)cc1	0.5	0	-2.4	2	-1	0	-0.6	-1.5	-28	2	-1.8
O=C(Nc1cc(Cl)ccc1N1CCOCC1)c1ccc(N2CCCC2=O)cc1	-0.9	-3	-1.9	1	1	-3	0.1	-1.4	4	-2	-0.2
O=C(NCc1cccs1)C(=O)c1cn(CC(=O)N2CCCC2)c2ccccc12	-1.2	0	1.8	-2	-5	0	0.0	-0.1	-2	-1	-1.2
CN1CCc2c(sc3nc(SCC(=O)N4CCCCC4)n(-c4ccccc4)c(=O)c23)C1	0.5	-58	-0.6	-44	-104	1	-1.0	-1.3	4	8	0.5
COc1cc(/C=C(\C#N)c2nc3ccccc3[nH]2)ccc1OC(=O)c1ccco1	0.4	-264	-0.8	-42	-333	2	-0.1	-0.8	16	2	5.3
COc1cc(OC)c(NC(=O)CNC(=O)Cn2ccc3ccccc3c2=O)cc1Cl	0.3	5	0.6	-1	1	-2	-0.1	-0.6	7	-3	-1.1
NC(=S)NN=C(c1ccccc1)c1ccccc1	-0.2	2	-1.6	-2	-3	-2	-0.5	-0.9	3	0	-0.3
CN1C(=O)NC(c2ccccc2)C2=C1CN(CCc1ccccc1)C2=O (stereo not drawn)	0.9	-1	-1.1	-5	-1	-2	-0.3	-1.6	6	-4	2.9
COc1ccc2nc(C)c(C(=O)NN)cc2c1	0.1	-9	-0.8	-10	-11	0	-0.3	-1.2	4	-8	1.2
COc1ccc(C(=O)Oc2cccc(Nc3ncnc4ccccc34)c2)cc1OC	-3.3	-62	-2.3	-4	-70	-3	-0.9	-1.7	1	-7	-3.6
Cc1oc(-c2ccc(-c3ccccc3)cc2)nc1CN(CCO)C(C)C	-1.7	-3	7.2*	-1	-9	0	2.3	1.6*	-3	-2	14*
O=C(NC1CCCN(CCc2ccccc2)C1)C1CCCC1 (stereo not drawn)	1.5	0	-0.7	0	0	1	0.1	-0.8	0	0	-2.6
CC(=O)Nc1nc(-c2ccc(Br)s2)cs1	-0.7	-5	0.2	-1	-7	1	-0.1	-1.1	0	7	4.4
O=C(Nc1ccc(NC(=O)c2ccccc2Br)cc1)c1ccccc1	-1.7	2	-0.8	-2	3	-1	0.4	-0.8	-1	2	1.6
CCc1ccc(CN(C)C(=O)c2cc(COc3cccc4cnccc34)on2)cc1	-4.9	-16	-6.2	-3	-30	-6	-1.4	-2.4	-1	-2	-6.3
CCCS(=O)(=O)N1CCC(C(=O)NCCN(C)Cc2ccccc2)CC1	0.0	1	0.8	1	5	2	0.5	-0.9	-6	2	-0.7

In the list so far, these have a cyano group:
SMILES	DAX1 inh-1	PLCg1 inh	hcDAF-12 act	ADAM17 inh	PLCb3 inh	SMARCA2 act	DAX1 inh-2	ssDAF-12 act	Rev-erbA mod	MBD2 inh	hgDAF-12 ag
Cc1ccc(NC(=O)Cn2c(C)cc(C)c(C#N)c2=O)c(Cl)c1	0.6	0	0.2	-5	7	-2	-0.3	-1.8	0	-4	1.5
COc1cc(/C=C(\C#N)c2nc3ccccc3[nH]2)ccc1OC(=O)c1ccco1	0.4	-264	-0.8	-42	-333	2	-0.1	-0.8	16	2	5.3

Additional compounds
SMILES	DAX1 inh-1	PLCg1 inh	hcDAF-12 act	ADAM17 inh	PLCb3 inh	SMARCA2 act	DAX1 inh-2	ssDAF-12 act	Rev-erbA mod	MBD2 inh	hgDAF-12 ag
CC(C)Oc1ccc(CN2CCC2(C)C(=O)Nc2cccc3cccnc23)cc1 (stereo not drawn)	x	-2	-1.1	1	-2	-3	-0.8	-1.1	0	6	-0.3
CCOC(=O)N1CCC(NC(=O)C2CCCN(C(=O)N3CCOc4ccccc43)C2)CC1 (stereo not drawn)	-0.9	0	-1.8	-4	-1	-2	0.0	-1.4	3	5	-1.2
CSc1ccccc1NC(=O)CN(C)C(=O)CNc1ccc(C(F)(F)F)cc1[N+](=O)[O-]	-0.1	2	4.3	0	-8	-3	2.2	-0.7	6	0	1.4
COc1ccc(OC)c(/C=C2\SC(=S)N(NS(=O)(=O)c3ccc(C)cc3)C2=O)c1	0.4	-19	-1.0	-2	-37	6	-0.1	-1.1	7	-5	0.0
CCOc1ccc2c(c1)sc(=NC(=O)C1CC1)n2C	1.2	-14	1.9	-13	-16	6	2.3	-0.9	1	0	7.7
Cc1cc(NC(=O)CSc2nnnn2C2CCCC2)no1	0.3	6	-0.4	0	4	1	0.1	-1.0	1	1	1.4
CCN(C[C@H]1N[C@@](C)(C(=O)OC)[C@H]2C(=O)N(C)C(=O)[C@@H]12)C(=O)Nc1ccccc1	-1.1	1	-0.5	-1	-6	-6	0.4	-0.6	-6	2	-2.3
O=C(NCc1ccc2c(c1)OCO2)c1nc(S(=O)(=O)Cc2ccccc2F)ncc1Cl	-2.6	1	-2.1	0	-10	-12	-1.4	-1.3	1	2	-4.7
CCC(NS(=O)(=O)c1c(C)[nH]c(=O)[nH]c1=O)C12CC3CC(CC(C3)C1)C2 (stereo not drawn)	0.3	2	-0.3	0	1	-6	-0.1	-1.1	3	-2	-0.8
CS(=O)(=O)N(CC(=O)Nc1ccc(Cl)c(Cl)c1)C1CCCCC1	-0.4	3	-1.8	7	0	-3	0.1	-1.5	-1	0	-0.5
COc1ccc(NS(=O)(=O)c2cccc(NC(=O)CNC(C)=O)c2)cc1	0.3	1	0.3	-4	-3	-1	-0.7	-1.1	1	-2	0.0
CC1CCCCC1NC(=O)CN1C(=O)NC(C)(c2cccc(Br)c2)C1=O (stereo not drawn)	-1.1	4	-0.5	-5	-8	-3	-0.1	-1.8	-5	6	-3.8
O=C(CCl)NC1(C(F)(F)F)C(=O)Nc2c1c(=O)[nH]c(=O)n2-c1ccccc1 (stereo not drawn)	0.6	5	-3.1	2	0	-3	0.7	-2.1	-2	-5	-2.5
COc1ccc2c(c1)CNC2CS(=O)(=O)NCC(C)C (stereo not drawn)	x	-33	-1.6	-22	-44	3	-0.4	-0.7	0	-2	-0.7
O=C(Cc1ccc(Cl)cc1)NC1CCS(=O)(=O)C1 (stereo not drawn)	1.1	0	-1.4	-3	-4	-1	0.1	-1.0	-1	-5	-2.1
CCC(C)[C@H](NC(=O)C1CC(=O)N(c2ccc3c(c2)OCCO3)C1)C(=O)NC1CCCC1 (stereo partly drawn)	-0.3	-2	-1.5	1	1	5	-1.9	-1.2	-2	-7	-1.7
COc1ccc(OCc2nnc(SCC(=O)N3CCCCC3)o2)cc1	-0.5	2	-1.2	0	-7	-1	0.0	-0.3	2	-3	-1.3

High-throughput results (PubChem)
